# High-throughput results as filed in PubChem.
# PG9 Ab binder – PG9 antibody binding by small molecule. TR-FRET gp120-PG9 antibody binding. inhibition, % at 6.7 µM. 360,000 tested, 0.43% active; in the data active = inhibition above about 8.5%
# NR1D1 modulator – modulators of human Rev-erb alpha DNA binding; P20393; Rev-erbα–FITC-DNA binding, fluorescence polarization, 90 min; activity, % at 10 µM; 370,000 tested, 0.79% active;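 active = activity above about 14%, limit read from the data; passing the limit was not always enough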;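 note: 0% = DMSO wells with 35 nM protein and 100% = DMSO wells with 750 nM protein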
# Target sequence (P20393 whole entry, looked up): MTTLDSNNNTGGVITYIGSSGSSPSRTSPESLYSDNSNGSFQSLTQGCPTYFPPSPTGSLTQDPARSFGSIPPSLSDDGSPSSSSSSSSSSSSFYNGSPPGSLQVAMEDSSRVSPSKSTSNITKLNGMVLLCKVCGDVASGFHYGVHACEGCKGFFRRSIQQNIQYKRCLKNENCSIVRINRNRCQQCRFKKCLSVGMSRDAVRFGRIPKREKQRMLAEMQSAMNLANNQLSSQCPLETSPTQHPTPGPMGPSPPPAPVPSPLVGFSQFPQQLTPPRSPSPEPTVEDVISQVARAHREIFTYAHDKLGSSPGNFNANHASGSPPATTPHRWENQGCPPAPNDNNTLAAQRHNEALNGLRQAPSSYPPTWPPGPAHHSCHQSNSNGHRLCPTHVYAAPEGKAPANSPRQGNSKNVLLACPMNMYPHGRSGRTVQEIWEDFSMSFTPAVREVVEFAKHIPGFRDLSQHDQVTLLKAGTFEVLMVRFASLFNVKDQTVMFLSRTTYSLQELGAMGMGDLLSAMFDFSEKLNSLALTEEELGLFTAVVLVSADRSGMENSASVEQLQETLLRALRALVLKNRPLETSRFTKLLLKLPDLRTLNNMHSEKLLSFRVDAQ
# PRMT1 inh – PRMT1 (human) inhibition, primary screen. inhibition, % at 2.79 µM. recombinant PRMT1, activity-based probe fluorescence polarization. 370,000 tested, 1.3% active. Q99873. AID 652257;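 active = inhibition above about 21% made by adding two undisclosed values, limit read from the data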
# Target sequence (Q99873 whole entry, looked up): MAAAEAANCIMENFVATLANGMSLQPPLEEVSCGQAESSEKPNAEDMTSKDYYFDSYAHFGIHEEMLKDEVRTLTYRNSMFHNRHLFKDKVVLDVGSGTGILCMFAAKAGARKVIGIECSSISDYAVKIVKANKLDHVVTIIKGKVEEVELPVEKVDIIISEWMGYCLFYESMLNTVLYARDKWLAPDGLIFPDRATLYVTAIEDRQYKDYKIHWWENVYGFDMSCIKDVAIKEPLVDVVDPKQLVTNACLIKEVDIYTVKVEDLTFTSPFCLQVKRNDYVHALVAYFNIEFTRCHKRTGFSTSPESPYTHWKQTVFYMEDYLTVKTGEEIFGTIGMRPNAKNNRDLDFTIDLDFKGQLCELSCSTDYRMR
# UHRF1 MBD2 ctr – human UHRF1 methylated DNA binding inhibitors; Q96T88; UHRF1 binding to methylated oligo, TR-FRET; inhibition, % at 4.4 µM; 370,000 tested, 0.75% active; AID 687016; in the data active = inhibition above about 21%;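 note: UHRF1 SRA domain binding a hemimethylated CpG hairpin DNA probe; 0% = median of test compound wells and 100% = reference inhibitor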
# HTRA1 inhibitor – HTRA1 (human) protease inhibition; Q92743; recombinant HTRA1, FP-rhodamine activity-based probe, fluorescence polarization; inhibition, % at 5.96 µM; 340,000 tested, 0.5% active; AID 504803; in the data active = inhibition above about 36%;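 note: 0% = enzyme with DMSO and 100% = wells lacking enzyme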
# ABHD4 inh – ABHD4 (mouse) inhibition, primary FP screen. purified mABHD4, FP-Rh probe fluorescence polarization. AID 720543. Q8VD66. 370,000 tested, 0.54% active. inhibition, % at 8.92 µM;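 active = inhibition exceeding the mean over every tested compound plus 3 SD, cut at about 30% in these data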;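 note: 0% = plate median of compound wells and 100% = S159A mutant with DMSO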
#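 Test system: mABHD4 protein | Buffer or medium: HEPES pH 7.0 buffer, 150 mM NaCl, 0.01% Pluronic F-127 | Probe or stimulus: FP-Rh fluorescent activity-based probe, added after compound pre-incubation | Timing: Pre-incubation 45 min, probe exposure 60 min, at 25 °C | Technique: Fluorescence polarization, excitation 525 nm, emission 598 nm, BODIPY TMR filters | Repeats: Single well per compound (singlicate)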
# rCAG binder – binds r(CAG) RNA repeats; AID 651821; inhibition, % at 3 µM; r(CAG) RNA repeat, TO-PRO-1 dye displacement fluorescence; 370,000 tested, 1.3% active;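 active = inhibition above the plate cutoff, the mean of all test compounds on that plate plus 3 SD, cut at about 35% in these data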;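 note: 0% = DMSO alone and 100% = 100 µM mitoxantrone as full dye displacement; higher means more dye released from RNA so lower well fluorescence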
# TCR CD3 inh – blocks the human TCR-CD3 interaction. TAMRA-labeled TCR probe fluorescence, biochemical. inhibition, % at 9.4 µM. 360,000 tested, 0.37% active; in the data active = inhibition above about 19%;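 note: recombinant mutant TCR 2C K166C tagged with TAMRA read by polarization; 0% = receptor in buffer alone and 100% = receptor with positive control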
# LEDGF integ inh – blocks HIV-1 LEDGF/p75-dependent DNA integration; TR-FRET IN-LEDGF/p75 DNA integration, Eu/Cy5; 370,000 tested, 0.64% active; AID 743269; inhibition, % at 3.7 µM;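 active = inhibition above the screen-wide mean plus 3 SD, cut at about 13% in these data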;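 note: signal is the Cy5 over europium emission ratio at 671 and 618 nm; 0% = plate median of compound wells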
# MBD2 inh – inhibitors of human MBD2 binding to methylated oligonucleotide; Q9UBB5; TR-FRET; inhibition, % at 4.4 µM; 370,000 tested, 0.31% active; AID 686964; in the data active = inhibition above about 13%
# An asterisk follows results filed as active; · = no result given.
# Preview, 3 compounds:
Structure	PG9 Ab binder	NR1D1 modulator	PRMT1 inh	UHRF1 MBD2 ctr	HTRA1 inhibitor	ABHD4 inh	rCAG binder	TCR CD3 inh	LEDGF integ inh	MBD2 inh
Cc1ccc(NC(=O)CN(C)C(=O)c2cccc(S(=O)(=O)NCc3cccs3)c2)cc1	-1.4	1.1	-2.6	-3.1	-4.4	-5.6	3.3	3.9	3.4	2.5
COC(=O)c1cc(S(=O)(=O)NCCc2ccc(Cl)cc2)c[nH]1	0.6	-5.8	4.0	1.1	-15.2	2.2	1.8	-9.0	1.8	-0.9
NC(=O)c1ccc(NC(=O)Cc2ccc(S(=O)(=O)N3CCCCC3)cc2)cc1	-1.1	-0.2	-2.4	-2.6	-5.7	2.4	12.0	1.1	3.6	-0.8

# This part in full, repeating the preview:
Structure	PG9 Ab binder	NR1D1 modulator	PRMT1 inh	UHRF1 MBD2 ctr	HTRA1 inhibitor	ABHD4 inh	rCAG binder	TCR CD3 inh	LEDGF integ inh	MBD2 inh
Cc1ccc(NC(=O)CN(C)C(=O)c2cccc(S(=O)(=O)NCc3cccs3)c2)cc1	-1.4	1.1	-2.6	-3.1	-4.4	-5.6	3.3	3.9	3.4	2.5
COC(=O)c1cc(S(=O)(=O)NCCc2ccc(Cl)cc2)c[nH]1	0.6	-5.8	4.0	1.1	-15.2	2.2	1.8	-9.0	1.8	-0.9
NC(=O)c1ccc(NC(=O)Cc2ccc(S(=O)(=O)N3CCCCC3)cc2)cc1	-1.1	-0.2	-2.4	-2.6	-5.7	2.4	12.0	1.1	3.6	-0.8
O=C(Nc1ccc(F)cc1)N1CCN(c2nc3ccccc3s2)CC1	-1.7	1.4	0.0	-3.0	-21.1	-3.4	-0.3	2.1	0.3	-4.8
COc1nc(-c2cccs2)cc(-c2ccc(C)cc2)c1C#N	2.4	9.2	5.2	22.1*	1.9	-3.7	-3.3	-1.1	1.0	13.0
O=C(NC1CCS(=O)(=O)C1)N1CCCCC1 (stereo not given)	1.0	1.2	-0.7	-2.3	9.9	6.2	-0.2	-0.6	1.7	7.0
CCOC(=O)Cc1ccc(Nc2nc3cc(-c4sccc4C)sc3c(=O)n2C)cc1	-2.4	4.6	5.8	1.6	·	-15.9	9.9	2.7	-1.7	-2.4
CC(NC(=O)CN1C(=O)NC2(CCc3ccccc32)C1=O)c1ccc2c(c1)OCCO2 (stereo not given)	-0.4	6.7	-1.6	4.0	0.6	-6.2	0.0	-6.1	0.4	-0.1
O=C(Cn1cc([N+](=O)[O-])cn1)N1CCc2ccccc21	1.5	1.3	1.3	4.8	-3.2	-4.5	-0.8	-0.1	0.9	1.4
O=c1cc(O)n(-c2ccc(F)cc2)c(=S)[nH]1	-0.6	-4.0	8.5	-2.3	-8.4	5.4	5.8	-0.9	0.1	-1.1
CC1(C)CC(=O)c2cnc3nc4ccccc4n3c2C1	-0.4	7.7	6.9	5.0	3.7	-4.3	4.3	8.7	-5.7	-0.2
COc1cc2ccccc2cc1C(=O)N1CCCC1	-0.3	0.8	-0.7	2.6	4.8	0.2	-2.6	-3.1	0.5	-0.8
Clc1ccc2oc(-c3ccccc3)nc2c1	-0.4	-7.5	0.6	8.8	-0.5	0.7	2.2	0.8	19.4*	2.0
COC(=O)[C@]12CCCCC=C1N(Cc1ccc(Cl)cc1Cl)C(=O)[C@H](CC(=O)N1CCN(C(=O)c3ccco3)CC1)C2	-1.9	-4.8	8.3	2.0	·	-9.7	10.8	-4.1	-2.8	0.0
Cc1cc(/C=c2/sc3nc4ccccc4n3c2=O)c(C)n1-c1ccccn1	-4.3	-0.5	-2.8	-0.9	-11.1	-9.4	10.2	0.2	-2.4	-3.6
CC1(C(=O)NS(=O)(=O)c2cccc(OC(F)F)c2)CCN1C(=O)c1ccccc1CCc1ccccc1 (stereo not given)	-1.0	-5.7	0.1	0.1	·	-6.2	60.8*	-0.1	0.5	-4.6
COc1cccc(-c2ccc3c(c2)C2CC3CCN2C(C)=O)c1 (stereo not given)	-3.5	0.6	1.1	0.2	4.0	4.8	-0.1	10.4	-2.8	-0.8
O=C(NCC1COc2ccccc2O1)c1cccc(S(=O)(=O)NCc2ccccc2)c1 (stereo not given)	1.5	-8.3	1.9	0.0	-15.2	-9.9	-1.1	-0.2	0.9	-6.5
CC1CCCC(NC(=O)CC2Nc3ccccc3NC2=O)C1C (stereo not given)	0.1	1.1	3.8	-1.8	1.3	0.5	0.8	-0.3	-6.6	-1.6
CCOC(=O)C1CCCN(c2nc3ccccc3nc2C(C#N)C(=O)OCC)C1 (stereo not given)	-1.4	3.0	-8.9	8.2	-5.8	4.8	1.0	1.5	-1.8	-4.5
Cn1c(N)c(C#N)c2c(c1=S)CSC(C)(C)C2	-0.3	1.3	11.3	-4.2	2.3	5.8	-4.7	0.5	-0.2	-7.8
COc1ccc(CNS(=O)(=O)c2ccc3c(c2)CCN3C(=O)C2CC2)cc1	1.6	-2.5	-1.0	-1.1	-4.2	-2.6	-4.9	4.8	0.4	0.2
COc1ccc(CNC(=O)C/C(C)=N/NC(=O)COc2ccc(Br)cc2)cc1	0.7	-6.1	2.1	3.8	-0.2	-1.3	-1.5	-2.8	-5.0	2.2
Cc1cc(C)c2nc(NC(=O)c3ccc(OCC4CCCO4)cc3)sc2c1 (stereo not given)	0.3	12.2	-4.2	2.4	-2.4	2.2	2.4	1.4	1.2	-2.3
CCCNS(=O)(=O)c1cc2c(cc1Br)CCN2C(=O)CC	-0.3	-1.7	-1.3	-1.0	2.6	-2.4	1.6	3.7	0.4	0.2
CCn1nnc2cc(C(=O)Nc3cccc(S(=O)(=O)N(C)C)c3)ccc21	0.7	6.4	-6.4	1.9	-14.7	-13.5	0.0	-6.0	7.4	0.2
COc1ccc(C(=O)/C=C(\Nc2ccc(F)cc2)c2ccc(OC)cc2OC)c(OC)c1	·	3.5	3.1	-0.7	·	5.1	7.0	·	0.6	2.7
Cc1[nH]nc(N=CC2=C(O)CC(c3ccco3)CC2=O)c1-c1ccc(Cl)cc1 (stereo not given)	-2.7	15.1	1.7	-0.7	-2.4	-0.2	-1.9	-3.7	-1.2	2.1
CC(C)(C)C1CCc2onc(C(=O)O)c2C1 (stereo not given)	-1.2	4.9	1.7	-2.1	7.0	7.4	3.3	5.6	-0.1	1.5
O=C(O)CC(SCc1ccc(C(=O)O)o1)C(=O)O (stereo not given)	-0.7	4.1	-0.1	3.2	0.3	-3.4	1.9	-5.2	-0.1	3.6
CCOc1ccc(CCN2C(=O)C(=O)N([C@@H](CC(C)C)CN3CCC[C@H]3CN3C(=O)C(=O)NC[C@@H]3Cc3ccccc3)C[C@@H]2CC(C)C)cc1	-2.0	-0.4	-5.5	-1.1	·	-1.5	-0.4	3.9	-0.9	5.7
Cc1nnc(-c2cnn(-c3ccccc3)c2N)n1Cc1cccc(C(F)(F)F)c1	-2.7	-1.2	2.7	0.2	-2.2	-2.5	-7.9	-6.7	0.7	1.1
CC(C)(C)NC(=O)C(c1ccncc1)N(C(=O)Cn1nnc(-c2ccc(F)cc2)n1)c1ccccc1 (stereo not given)	-1.3	6.0	0.5	-0.9	0.7	2.1	-1.7	0.7	-0.4	-3.7
COC(=O)c1ccc2nc(C3CCCCC3)c(Cc3cccc(F)c3)n2c1	-1.6	-4.5	9.2	27.9*	·	-21.1	9.2	0.1	-1.1	19.0*
COc1ccc(N2CCN(CCCNC(=O)CN3CCN(Cc4ccccc4C)C3=O)CC2)cc1	1.0	-3.8	2.6	-3.2	6.9	5.5	1.4	-2.9	-2.4	2.5
CCOC(=O)c1c(-c2ccc(OC)cc2)csc1NC(=O)CSc1ncnc2sccc12	-1.1	5.0	-2.0	-1.0	-17.9	6.5	8.2	3.6	0.7	-3.8
O=C(O)C1CC(O)CN1S(=O)(=O)c1ccc2ccccc2c1 (stereo not given)	0.2	4.1	0.3	2.6	6.2	0.2	0.6	-2.4	3.6	1.8
CC1CCN(C(=O)CN2C(=O)C(C)(C)Oc3ccc(C(=O)NC(C)C)cc32)CC1	2.1	-2.3	4.1	2.8	-1.9	4.2	-2.9	-4.9	1.6	4.8
Cc1cc(C)c2c3c(sc2n1)C(=O)N(Cc1ccccc1)CC(=O)N3	-1.3	1.1	-1.1	0.0	0.7	-2.1	-0.9	7.6	3.0	-5.0
O=C(Nc1ccc2[nH]ccc2c1)c1ccccc1	-0.8	2.0	2.7	0.9	8.4	8.4	2.0	-5.3	-5.5	2.4
Cc1ccc(S(=O)(=O)N2CCCC(C(=O)NCc3ccccn3)C2)cc1 (stereo not given)	-0.1	-1.1	1.5	0.6	-3.2	-1.6	-2.9	4.3	1.3	0.7
Cc1ccc(NC(=S)N(CCN(C)C)Cc2cccs2)c(C)c1	1.7	-3.8	21.9*	-1.9	-0.1	2.2	-2.8	0.9	-0.7	3.5
COC(=O)c1ccc(Cl)c(NS(=O)(=O)c2ccc3c(c2)OCCO3)c1	0.7	-1.6	-3.6	0.9	-2.0	0.8	9.2	0.7	0.2	-1.1
O=C(OCC(=O)N1CCN(S(=O)(=O)c2ccc(Cl)cc2)CC1)c1ccc([N+](=O)[O-])o1	-4.4	-3.4	-2.9	-2.3	21.2	2.0	-0.5	3.6	2.0	3.7
O=C(NCc1ccc(Cl)cc1)C(=O)NCC1OCCCN1S(=O)(=O)c1cccs1 (stereo not given)	0.2	-3.7	2.7	1.1	-6.0	1.8	1.3	1.9	-2.1	-3.0
CN(Cc1ccon1)Cc1cn(Cc2ccccc2)nc1-c1ccc2c(c1)OCO2	-2.7	-1.4	-3.1	6.5	-6.6	-9.6	-5.3	4.9	5.1	4.3
CCOC(=O)NC(Nc1sc2c(c1C(N)=O)CCCC2)(C(=O)OCC)C(F)(F)F (stereo not given)	-3.1	-0.5	8.1	3.0	-0.7	-4.6	4.4	8.7	0.4	2.5
O=C(NCC(c1cccs1)N1CCOCC1)C1CCN(S(=O)(=O)c2c(Cl)cccc2Cl)CC1 (stereo not given)	0.6	-3.4	-1.8	3.2	1.6	3.4	-6.0	-9.1	-8.5	0.6
O=C(N/N=C/c1ccncc1)c1cc2ccccc2o1	-1.3	-2.8	3.7	-0.9	-4.1	4.7	-2.8	5.5	-1.9	1.0
Cc1cc(C(C)(C)C)ccc1OCCCCN1CCCC1	0.6	0.6	-1.1	-0.8	5.0	15.5	-1.5	-0.4	-3.8	2.5
Cc1ccc(CNC(=O)CNC(=O)c2ccc(C(C)(C)C)cc2)n1C	-2.5	-3.4	3.8	-2.9	-1.3	6.5	7.1	-8.9	-0.7	3.1
O=C(N/N=C/c1cccc(F)c1)NC1CCCCC1	-0.7	4.4	4.1	3.4	1.7	3.7	-3.2	-3.4	0.1	-0.5
CCOC(=O)Cn1nc(-c2ccc(C)cc2)ccc1=O	-1.6	1.2	-2.0	15.3	-3.8	-0.8	2.1	-0.9	0.7	6.6
CCOC(=O)Nc1c(C(=O)OC)[nH]c2cc(OC)ccc12	-0.1	0.8	1.6	1.4	-7.1	4.9	-2.2	-3.5	2.0	-1.2
O=C(CC(C(=O)N1CCc2ccccc21)n1ccnc1)NCc1cccnc1 (stereo not given)	1.7	-2.5	-0.2	12.4	-1.6	12.3	-2.0	5.4	-2.1	4.8

# An excerpt (hit frequency here may not be typical).
